# Bioassay records as filed in PubChem BioAssay.
# ALDH1A1 block = blocks purified human ALDH1A1 activity | P00352 | Purified ALDH1A1, NADH fluorescence, propionaldehyde substrate | Potency, µM (titrated, usually from 75.3 µM), for inactives: at the highest dose activity, negative = inhibition, usual class: inhibitors | actives 7.3% (n = 220,000); active = well fitted inhibition curve with a large enough effect, not every such curve was filed as active; inconclusive = small, poorly fitted or top-dose-only effect, or another doubt; inactive = no such curve, though single readings can be large or run the other way;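 note: plate controls were no enzyme wells and a reference inhibitor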
# TRb-SRC2 inh = inhibitors of human thyroid hormone receptor beta-SRC2 interaction. P10828. TRbeta-SRC2 peptide binding, fluorescence polarization; receptor liganded with 1 µM T3. Potency, µM (top dose mostly 106 µM), for the others: at the top dose activity change, negative = inhibition, actives largely listed as inhibitors. actives 0.065% (n = 280,000);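 note: plate controls were bound peptide for no effect and peptide without receptor for full effect; nearly all actives have a fitted effect of over 50% in size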
#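 Fluorescence polarization of 20 nM Texas Red SRC2 peptide (20-aa NR interaction domain) bound to 0.6 uM human TRb ligand-binding domain, with 1 uM T3, after 5 hr at ambient temperature; inhibition seen as decreased polarization.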
# Tau ThT inhib = inhibitors of human tau fibril formation, thioflavin T binding. recombinant tau K18 P301L, heparin-induced fibrillization, ThT fluorescence. Potency, µM (highest dose often 57.4 µM), for the others: at the top dose activity, negative = inhibition, hits mostly inhibitors. actives 2.1% (n = 270,000). P10636; note: nearly all actives have a fitted effect of over 55% in size
#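 Using a mix of unlabeled (15 uM) and Alexa 594-labeled (0.24 uM) tau K18 P301L, heparin-triggered fibrillization over 6 hr at 37 C was scored by ThT fluorescence.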
# Tau fibril FP = tau fibrillization inhibition (FP); P10636; K18 P301L tau heparin fibrillization, Alexa594 FP, 6 h; Potency, µM (titrated, usually from 57.7 µM), inactives show top-dose activity, negative = inhibition, actives largely listed as inhibitors; actives 0.39% (n = 280,000); AID 1468; note: nearly all actives have a fitted effect of over 55% in size
#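 Human tau K18 […] P301L fragment, 15 uM unlabeled plus 0.24 uM Alexa 594-labeled tau (final), with compound and 20 uM heparin in 100 mM sodium acetate pH 7; 6 hr at 37 C, then Alexa 594 FP read.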
# Tau fluor counter = counter-screen for tau fibril formation inhibitors. tau K18 P301L Alexa594 fluorescence, heparin fibrillization. actives 0.93% (n = 280,000). Potency, µM (doses to about 57.7 µM), inactives show top-dose activity change, negative = decrease; note: nearly all actives have a fitted effect of over 55% in size
#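 Human tau K18 P301L (15 uM unlabeled, 0.24 uM Alexa 594-labeled) in 100 mM sodium acetate pH 7 with 20 uM heparin, 6 hr at 37 C. ThT 30 uM added, 1 hr ambient; Alexa 594 FP and total fluorescence read at 555/632 nm.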
# L3MBTL1 inh = inhibitors of human L3MBTL1; Q9Y468; AlphaScreen L3MBTL1–H3K9me1 peptide binding; Potency, µM (series often up to 57.1 µM), inactives show top-dose activity, negative = inhibition, hits mostly inhibitors; actives 0.66% (n = 230,000); note: nearly all actives have a fitted effect of over 60% in size
#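 AlphaScreen assay: L3MBTL1 (50 nM final) was preincubated 30 min at room temperature with biotinylated H3(1-15)K9me1 peptide (75 nM final), then 30 min with library compounds; streptavidin donor and nickel chelate acceptor beads (10 ug/mL final) added, 30 min dark.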
# TR SRC2 fluor cs = alters Texas Red total fluorescence, flagging assay interference | TRb/SRC2 Texas Red total fluorescence interference | Potency, µM (highest dose often 106 µM), for the others: top-dose fluorescence change, negative = quenching | actives 0.29% (n = 280,000) | AID 1479; active = well fitted curve in either direction with a large enough effect; inconclusive = small, poorly fitted or top-dose-only effect
#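 Human TRb ligand-binding domain at 0.6 uM with 20 nM Texas Red SRC2 peptide in Tris buffer containing 1 uM T3 and 5% DMSO, incubated with compound 5 h at ambient temperature. Total fluorescence (555/632 nm) calculated as parallel + 2 × perpendicular.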
# aGal spleen mod = inhibitors or activators of human alpha-galactosidase in spleen homogenate; P06280; human spleen homogenate, 4MU-alpha-Gal fluorescence, 40 min; Potency, µM (titrated, usually from 80 µM), inactives show top-dose activity change, negative = inhibition, hits mostly inhibitors; actives 0.008% (n = 240,000); AID 2107;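 note: 0% = enzyme with vehicle and -100% = no enzyme basal signal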
#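 qHTS titration in buffer at pH 5.0. Alpha-galactosidase activity in spleen homogenate was measured via 4-methylumbelliferone release from 1 mM fluorogenic substrate after 40 min at 37C and a pH 10 stop. AC50 came from Hill fits of control-normalized data.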
# Active calls of the source: *; ? = inconclusive; / = not tested or not shown; [ ] = remark or other dose. Unless noted, calls come from the whole dose curve; as a rule, active = well fitted curve in the direction sought with a large enough effect; inconclusive = small, poorly fitted or top-dose-only effect, or another doubt; inactive = no such curve, though single readings can be large; an effect the other way counts as inactive or inconclusive. Unless noted, % is set by controls: 0 for no effect and ±100 for the full control effect; potency is the fitted concentration of half-maximal effect.
# Start of the data: the first 5 records, to show the layout:
# Every second line gives: ALDH1A1 block	TRb-SRC2 inh	Tau ThT inhib	Tau fibril FP	Tau fluor counter	L3MBTL1 inh	TR SRC2 fluor cs	aGal spleen mod
- O=C(CN(Cc1ccccc1)S(=O)(=O)c1ccccc1)NC1CC1
    6.2%	-5.7%	-1.8%	0.0%	2.0%	5.0%	-0.1%	1.3%
- CCOC(=O)c1c(C)c(C(=O)NCc2ccc(OC)cc2)c(C)n1C
    7.94µM*	2.8%	-5.1%	-7.1%	1.6%	-1.0%	-2.5%	7.9%
- CCOCCOC(=O)C(C)Sc1n[nH]c(=O)[nH]c1=O (stereo unspecified)
    4.8%	0.1%	-6.8%	-0.9%	-1.5%	/	-0.7%	-3.8%
- CCn1nc(NC(=O)c2ccncc2)c2cc3ccc(C)cc3nc21
    ?	-2.1%	-9.1%	-18.2%	-7.9%	8.6%	0.7%	-5.5%
- COCCNC(=O)c1c[nH]c2ccc(S(=O)(=O)N3CCC4(CC3)OCCO4)cc2c1=O
    ?	2.3%	-6.4%	2.9%	-1.0%	8.7%	1.3%	-1.2%

# The whole of this part, from the start:
# Every second line gives: ALDH1A1 block	TRb-SRC2 inh	Tau ThT inhib	Tau fibril FP	Tau fluor counter	L3MBTL1 inh	TR SRC2 fluor cs	aGal spleen mod
- O=C(CN(Cc1ccccc1)S(=O)(=O)c1ccccc1)NC1CC1
    6.2%	-5.7%	-1.8%	0.0%	2.0%	5.0%	-0.1%	1.3%
- CCOC(=O)c1c(C)c(C(=O)NCc2ccc(OC)cc2)c(C)n1C
    7.94µM*	2.8%	-5.1%	-7.1%	1.6%	-1.0%	-2.5%	7.9%
- CCOCCOC(=O)C(C)Sc1n[nH]c(=O)[nH]c1=O (stereo unspecified)
    4.8%	0.1%	-6.8%	-0.9%	-1.5%	/	-0.7%	-3.8%
- CCn1nc(NC(=O)c2ccncc2)c2cc3ccc(C)cc3nc21
    ?	-2.1%	-9.1%	-18.2%	-7.9%	8.6%	0.7%	-5.5%
- COCCNC(=O)c1c[nH]c2ccc(S(=O)(=O)N3CCC4(CC3)OCCO4)cc2c1=O
    ?	2.3%	-6.4%	2.9%	-1.0%	8.7%	1.3%	-1.2%
- CC1(C)CC(=O)C2=C(C1)N(N1CCOCC1)C(N)=C(C#N)C2c1cccnc1 (stereo unspecified)
    -1.4%	-8.1%	-2.5%	6.2%	1.0%	/	-0.2%	-3.8%
- COC(=O)c1ccc(NC(=S)Nc2ccc(O)cc2)cc1
    ?	-13.6%	-14.6%	1.2%	-12.7%	2.1%	2.3%	2.8%
- CCS(=O)(=O)c1ccc2oc(Nc3cc(C)cc(C)c3)nc2c1
    ?	-1.6%	-11.2%	-0.3%	?	-1.3%	-0.3%	0.9%
- CCOC(=O)c1ccc(NC(=O)CS(=O)(=O)Cc2nc(-c3ccc(C)cc3)oc2C)cc1
    /	-9.0%	-3.4%	-18.1%	-19.6%	/	-18.3%	/
- O=C(C1CCC1)N1CCCc2cc(S(=O)(=O)N3CCN(c4ccccc4)CC3)ccc21
    /	4.5%	-4.9%	5.4%	-20.0%	/	1.2%	/
- Cc1ccc(C)c(N(C)C(=O)c2cn(C)c(=O)c3ccccc23)c1
    /	-5.1%	0.0%	-4.5%	-5.1%	/	-2.8%	/
- Cc1c(C(=O)N2CCC(C(=O)Nc3ccc(F)c(Cl)c3)CC2)sc2nc[nH]c(=O)c12
    /	-0.1%	-4.0%	-8.0%	-15.3%	/	-0.5%	/
- Fc1ccc(-c2nn(-c3ccc(Cl)cc3)c3c2cnc2ccc(F)cc23)cc1
    /	0.2%	2.1%	-4.0%	1.1%	/	2.1%	/
- COc1ccccc1CN(Cc1cc2cc(C)cc(C)c2[nH]c1=O)Cc1nnnn1CC1CCCO1 (stereo unspecified)
    ?	0.0%	-11.7%	2.8%	-5.0%	-3.5%	0.1%	-7.6%
- NC(=O)C1CC=CCC1C(=O)OCC(Cl)=C(Cl)Cl (stereo unspecified)
    8.8%	-3.0%	-3.6%	-2.9%	-4.7%	-7.3%	-1.8%	-3.8%
- Cc1ccc(NS(=O)(=O)c2ccc(OCC(=O)N3CCOCC3)cc2)cc1
    -4.1%	6.5%	-1.7%	3.0%	-1.8%	/	-1.3%	5.9%
- Cc1ccccc1NS(=O)(=O)c1cccc(-c2nnc(-c3ccccc3)o2)c1
    -8.1%	-6.6%	-11.5%	1.1%	-18.1%	-1.8%	-1.5%	8.1%
- CCOC(=O)c1ccc(N2CCN(c3cc(Cl)ccc3C)CC2)c(NC(=O)Nc2ccc(OCC)cc2)c1
    /	-7.7%	-17.3%	13.9%	-28.6%	/	-0.7%	/
- CCc1cc(C(=O)OC)c(NC(=O)C2CC(=O)NN2Cc2ccccc2)s1 (stereo unspecified)
    -0.7%	4.6%	-11.5%	-7.4%	-18.5%	-2.9%	0.7%	2.1%
- Cn1c(C(=O)N2CCCCCC2)cc2c(=O)n(C)c3ccccc3c21
    ?	-2.8%	-6.6%	-4.6%	-6.9%	1.1%	-1.8%	4.8%
- CCN1CCN(CC(=O)n2c3c(c4ccccc42)CC(C)CC3)CC1 (stereo unspecified)
    -1.5%	8.2%	-13.6%	2.8%	-13.7%	-2.5%	-0.7%	-6.8%
- COc1ccc(CCN2C(=O)C3CC=C(C)CC3C2=O)cc1OC (stereo unspecified)
    17.8µM*	8.3%	-2.7%	-7.9%	-4.6%	21.2%[11.4 µM]	-0.9%	3.6%
- Cc1ccc(C)c(Cn2c(=O)n(CCCC(=O)NCc3ccco3)c(=O)c3ccccc32)c1
    15.8%	-7.3%	-1.2%	4.1%	-1.0%	3.2%	-6.1%	4.5%
- CC(C(=O)N=Nc1c(O)n(C)c2ccc(Br)cc12)n1cnc2ccccc2c1=O (stereo unspecified)
    -6.1%	10.9%	?	8.8%	-23.2%	/	-5.4%	-10.2%
- O=C(Nc1cccc(F)c1)C1CCN(c2nnnn2-c2ccccc2)CC1
    22.4µM*	3.8%	3.8%	-12.5%	-10.7%	10.1%	-0.9%	-6.1%
- O=S(=O)(c1ccc2ccccc2c1)N1C=CC(C(F)(F)F)=NCC1
    -5.6%	-12.9%	0.1%	-3.5%	-10.2%	/	-1.8%	5.2%
- COc1ccc([N+](=O)[O-])cc1NC(=O)COC(=O)C=C(C)C
    -0.7%	1.5%	-6.0%	-8.5%	-10.2%	13.4%	-5.4%	-2.3%
- CCOCCCn1c(=N)c(S(=O)(=O)c2ccccc2)cc2c(=O)n3cc(C)ccc3nc21
    /	3.9%	?	-1.2%	-10.6%	/	-1.9%	/
- Nc1ncccc1OCc1ccc(Cl)c(Cl)c1
    /	0.9%	?	2.4%	-22.6%	-14.3%	0.3%	10.5%
- COC(=O)c1ccc(NC(=O)CSc2ccc(-c3sc(-c4ccccc4)nc3C)nn2)cc1
    /	1.6%	?	-21.3%	?	/	-2.3%	/
- COc1ccccc1CNc1ncnc2cc(Cl)ccc12
    ?	-4.5%	5.3%	-7.3%	-1.3%	-2.0%	5.4%	-0.3%
- OC(COc1cccc2ccccc12)CN1CCN(c2ccccc2Cl)CC1 (stereo unspecified)
    /	-0.5%	?	-0.1%	-19.8%	/	-2.2%	28.4%
- c1cc(CNC23CC4CC(CC(C4)C2)C3)ccn1
    7.9%	-2.7%	-4.4%	1.9%	0.0%	7.5%	-2.9%	-0.3%
- O=C(CSc1cccc[n+]1[O-])NN(c1ccccc1)c1ccccc1
    /	-2.3%	-0.7%	-2.0%	-6.8%	0.3%	-2.0%	-5.8%
- CC(NC(=O)Cn1c(=O)oc2cc(S(=O)(=O)NCc3ccccc3)ccc21)c1ccccc1 (stereo unspecified)
    /	6.1%	5.1%	-11.0%	-5.2%	/	-11.2%	/
- C=CCCCCCCCCC(=O)Nc1c[nH]c(=O)[nH]c1=O
    0.0%	-11.7%	-0.8%	0.5%	-4.3%	-5.4%	-1.3%	2.3%
- CCCCN(CCCC)CCC(O)c1cc2c(Cl)cc(Cl)cc2c2cc(C(F)(F)F)ccc12 (stereo unspecified)
    -0.3%[20.9 µM]	13.6%[53 µM]	/	/	/	-4.6%	-4.2%[53 µM]	1.6%[29.1 µM]
- COc1cc2cc(CN(CCCO)S(=O)(=O)c3ccccc3)c(=O)[nH]c2cc1OC
    ?	-0.8%	-4.0%	-7.8%	-8.4%	-0.4%	-1.5%	20.9%
- CCN(CC(=O)N(CC(C)C)c1c(N)n(CC(C)C)c(=O)[nH]c1=O)Cc1nc2ccccc2c(=O)[nH]1
    /	-4.4%	-12.5%	4.2%	-7.0%	/	-1.5%	-1.7%
- Cc1ccccc1C(=O)c1cccn1CC(=O)N1CCCCCC1
    3.98µM*	3.0%	-6.3%	-6.7%	-6.4%	-6.8%	-5.3%	8.0%
- CC(C)N=C(NC#N)SCc1ccccc1F
    -7.6%	-3.5%	0.0%	-6.3%	-5.7%	/	-3.1%	-7.2%
- O=[N+]([O-])c1ccc(NC2CCCC2)cc1
    -2.5%	-2.8%	?	3.2%	-1.6%	-4.9%	-0.4%	-4.5%
- Cc1ccc(OCC(=O)NC(=S)Nc2cccc(NC(=O)c3ccccc3)c2)cc1
    -6.3%	-5.3%	-17.3%	?	-24.4%	6.7%	-3.3%	5.3%
- Cn1cc(C2N3CC4(C)CN2CC(C)(C3)C4=O)c2ccccc21 (stereo unspecified)
    2.3%	4.2%	-7.7%	-4.4%	-12.0%	-6.7%	-5.0%	3.6%
- COc1ccc(Nc2nc(N)nc(C(F)(F)F)n2)c(OC)c1
    10.9%	11.4%	-21.6%	8.9%	-12.7%	-0.2%	-1.8%	-6.7%
- COC(=O)Nc1ccc(S(=O)(=O)N(C)CC(F)(F)C(F)F)cc1
    8.7%	-19.9%	1.4%	-7.2%	-3.2%	-0.4%	-0.2%	5.4%
- COc1ccc(C(c2nnnn2Cc2ccc(F)cc2)N2CCN(c3ccccc3)CC2)cc1 (stereo unspecified)
    -8.8%	-1.8%	-5.7%	12.4%	-18.5%	-5.6%	0.7%	12.4%
